LDHA inh: LDHA (human) enzyme inhibition | actives 0.15% (n = 480,000) | activity change, % (values are at about 110 or 230 µM) | P00338 | purified LDHA, NADH/diaphorase-resazurin fluorescence; active compounds read low; in the data active = activity change below about -30%;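 also: plate controls were DMSO wells for no effect and wells without enzyme for full effect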
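Enzyme activity of human lactate dehydrogenase 5 (2 nM; 0.06 mM NADH, 0.2 mM pyruvate, 5 min, RT) is measured via a resazurin/diaphorase fluorescence readout of residual NADH.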
* marks the source's active call; other numbers are inactive results; & = joins results of further samples. Only part of the results is shown; count on the stated rates, not on these rows.

compound	LDHA inh
COCc1ccc(C(=O)NCC(C)c2ccccc2)cc1 (stereo not drawn)	1
Cc1c(C)c2ccc(OCC(=O)OC(C)(C)C)c(C)c2oc1=O	9
CCCCN(CC)c1ccc(NC(=O)c2ccccc2F)cc1C(=O)O	6
COc1ccc(C(=O)OCc2nc(-c3ccc(F)cc3)no2)cc1S(=O)(=O)N1CCCCC1C (stereo not drawn)	8
CN(Cc1cccc(F)c1)C(=O)Cn1c(=O)c2c(ncn2C)n(C)c1=O	1
Cc1oc(-c2nc(C#N)c(NC(C)c3ccccc3)o2)cc1S(=O)(=O)N(C)C (stereo not drawn)	-11
N#CCCN(CCC#N)C(=O)Cc1coc(-c2ccccc2)n1	-1
CCCCN(Cc1ccccc1)c1ccc(NS(=O)(=O)c2cc(C)c(C)cc2C)cc1C(=O)O	9
CC1=C(C(=O)N2CCOCC2)CC(CC(=O)NCCCN(C)C)C(=O)N1CCCN1CCCC1=O (stereo not drawn)	-1
CC(=O)c1cccc(NC(=O)Nc2cccc(Br)c2)c1	14
COC(=O)C[C@H]1C=C[C@@H](NS(=O)(=O)c2ccccc2)[C@@H](CO)O1	-6
Cc1ccc(OCc2nnc(NC(=O)Nc3ccccc3F)s2)c(C)c1	9
CC(C)CCNC(=O)NC(=O)COC(=O)CCCc1c[nH]c2ccccc12	2
COCCn1c(C(=O)NCc2cccnc2)nc2ccccc2c1=O	-6
CCN1CCN(c2nc3c(c(=O)[nH]c(=O)n3C)n2Cc2ccc(Br)cc2)CC1	2
COC(=O)CCOc1ccc(S(=O)(=O)Nc2ccc(F)c(F)c2)cc1	-4
CC(C)(C)CC(=O)NCCCNC(=O)c1cccc(O)c1	1
N=c1c2c(ncn1-c1ccccc1)Oc1ccc3ccccc3c1C2c1ccc2c(c1)OCO2 (stereo not drawn)	8
CCn1nc(C(=O)NC(c2cccs2)C(C)C)c2ccccc2c1=O (stereo not drawn)	1
Cc1ccc2c(CSc3ncn[nH]3)cc(=O)oc2c1	4
Cc1ccc(NS(=O)(=O)c2ccc(N3CC(C(=O)O)CC3=O)cc2)cc1F (stereo not drawn)	4
CC(Cc1cccs1)NC(=O)C1CCCO1 (stereo not drawn)	-1
CCOC(=O)c1cc(NC(=O)C(c2ccccc2)c2ccccc2)ccc1N1CCOCC1	10
CCOc1cccc(CNC2CCCCC2)c1	-3
COc1cccc2cc(-c3csc(-c4ccccc4)n3)c(=O)oc12	0

Shown with values ahead of the structure: entries from further up.
| LDHA inh | SMILES |
| --- | --- |
| 9 | CCCCN(Cc1ccccc1)c1ccc(NS(=O)(=O)c2cc(C)c(C)cc2C)cc1C(=O)O |
| -1 | CC1=C(C(=O)N2CCOCC2)CC(CC(=O)NCCCN(C)C)C(=O)N1CCCN1CCCC1=O (stereo not drawn) |
| 14 | CC(=O)c1cccc(NC(=O)Nc2cccc(Br)c2)c1 |
| -6 | COC(=O)C[C@H]1C=C[C@@H](NS(=O)(=O)c2ccccc2)[C@@H](CO)O1 |
| 9 | Cc1ccc(OCc2nnc(NC(=O)Nc3ccccc3F)s2)c(C)c1 |
| 2 | CC(C)CCNC(=O)NC(=O)COC(=O)CCCc1c[nH]c2ccccc12 |

Later entries
compound	LDHA inh
Cc1nc2ccc(C(=O)OCC(=O)N3CCCCC3)cc2nc1C	3
CCCn1nc(C(=O)Oc2ccc(C(=O)CC)cc2)c2ccccc2c1=O	2
CNC(=O)C(C)Sc1n[nH]c(-c2ccc(OC)cc2OC)n1 (stereo not drawn)	-3
c1cn(CCCNCc2ccc(-n3ccnc3)cc2)cn1	-12
COc1ccc(NC(=O)c2ccc3c(c2)CCCC3)cc1	2
Cc1ccc(-n2c(=O)c3cccnc3n2CC(=O)Nc2cccc(Cl)c2)cc1C	-2
COc1ccc(C(CNC(=O)c2n[nH]c(=O)c3ccccc23)N2CCCC2)cc1 (stereo not drawn)	-3
COc1ccc(N2CN(CCN3CCOCC3)Cn3c2nc(C)c(C)c3=O)cc1	1
Cc1cc(OCC(=O)N2CCN(C(=O)C3COc4ccccc4O3)CC2)c2c(C)cc(=O)oc2c1 (stereo not drawn)	12
COc1ccccc1/C=C/C(=O)c1cc(F)ccc1OC(=O)c1ccccc1Br	1
Cc1nc2ccccc2nc1SCC(=O)N1CCOCC1	6
CC(NC(=O)Cc1ccc(F)cc1)C(=O)N1CCC2(CC1)NCCc1[nH]cnc12 (stereo not drawn)	-8
COc1ccc(NS(=O)(=O)c2ccc3oc(SCC(=O)N4CCCCCC4)nc3c2)cc1	8
Fc1ccc(C2=CC(c3c(F)cccc3Cl)n3nnnc3N2)cc1 (stereo not drawn)	2
CC1(C)CC(NC(=O)CCn2ccc3ccccc32)CC(C)(C)N1	3
Cc1c(CCC(=O)Nc2ccc(F)cc2)c(=O)oc2cc(O)ccc12	1
CC(OC(=O)c1cncc(Br)c1)C(=O)C12CC3CC(CC(C3)C1)C2 (stereo not drawn)	-24
CCCCCCCCOc1ccc(/C=C(/C#N)C(=O)NCc2ccccc2)cc1	1
CSc1ccc(C=Nc2cccc(Cl)c2C)cc1	10
CCC(=O)Nc1ccc2oc(-c3ccncc3)nc2c1	16
CN(Cc1ccc(C(=O)NCC(F)(F)F)cc1)C(=O)c1cccc(Cl)c1	1
CC(=O)c1csc(NC(=O)Cc2ccc(OCc3c(C)noc3C)cc2)n1	5
CCOc1ccc(Nc2nc(-c3cc(C)ccc3C)cs2)cc1	2
CCN(CCCNC(=O)c1nn(-c2ccc(OC)cc2)c(=O)c2ccccc12)Cc1ccccc1	2
O=C(NC1CCS(=O)(=O)C1)c1cc2sccc2n1Cc1ccccc1Cl (stereo not drawn)	7

Some values from the list:
LDHA inh, `c1cn(CCCNCc2ccc(-n3ccnc3)cc2)cn1` is entered as -12
LDHA inh, `CC(=O)c1csc(NC(=O)Cc2ccc(OCc3c(C)noc3C)cc2)n1` is entered as 5
LDHA inh, `COc1ccc(C(CNC(=O)c2n[nH]c(=O)c3ccccc23)N2CCCC2)cc1` (stereo not drawn) is entered as -3
LDHA inh, `COc1ccccc1/C=C/C(=O)c1cc(F)ccc1OC(=O)c1ccccc1Br` is entered as 1
LDHA inh, `CCCCCCCCOc1ccc(/C=C(/C#N)C(=O)NCc2ccccc2)cc1` is entered as 1
LDHA inh, `CC(OC(=O)c1cncc(Br)c1)C(=O)C12CC3CC(CC(C3)C1)C2` (stereo not drawn) is entered as -24

The list continues.
compound	LDHA inh
COc1ccc(-c2csc(NC3CC3)n2)cc1OC	-4
O=C1NC[C@H](CCCCN2CCN(Cc3ccccc3)C(=O)C2=O)N(CCc2ccc(O)cc2)C1=O	-1
COc1ccc(NS(=O)(=O)c2ccc(-c3cnc(C4CC4)o3)cc2)cc1	-4
COC(=O)c1c(N)[nH]c(C(=O)c2ccccc2)c1-c1ccccc1Br	8
Cc1ccc(-n2nnc(C(=O)OCc3ccccc3)c2C)cc1C	15
Cc1ccc(C(=O)/C=C/c2cc(Br)ccc2F)o1	1
CCn1nnnc1SCc1nnc(-c2c(-c3ccccc3)noc2C)o1	3
CC(C)Cc1nc(Cn2cc(S(=O)(=O)N3CCCC3)ccc2=O)no1	4
CCCOc1ccc(C(=O)Nc2c(NC3CCCC3)c3ccccc3oc2=O)cc1	0
COc1ccc(-n2nnnc2C(C)(C)N2CCOCC2)cc1	10
O=C(c1ccccc1)c1oc(-c2ccccc2)c(Cl)c1-c1ccccc1	2
CCN(Cc1ccccc1)C1=CC(=O)OC12CCCCC2	3
Cc1cccc(Cn2c(NCCc3ccccc3)nc3c2c(=O)[nH]c(=O)n3C)c1	4
COc1cccc(C(=O)OCC(=O)c2ccc(OC(=O)c3ccco3)cc2)c1	-5
O=C(OCC#CCSc1nnc(-c2cccc3ccccc23)o1)c1ccc(F)cc1F	2
CN1CCc2c(c(N3CCOCC3)nc3sc(C(=O)N4CCOCC4)c(N)c23)C1	1
CCCCCc1ccc(OC(=O)c2ccc(-c3ccc(CC)cn3)cc2)cc1	8
N#C/C(=C/c1ccc(OCc2ccc(Cl)cc2)cc1)c1nc2ccccc2s1	11
CCCNC(=O)C(C)Sc1nc(CCC)cc(=O)[nH]1 (stereo not drawn)	-2
CCOC(=O)[C@]12CCCC=C1N(Cc1ccc3c(c1)OCO3)C(=O)[C@H](CC(=O)NCCCCc1ccccc1)C2	0
Cc1nc(-c2ccccc2)sc1C(=O)N1CCCC(C(=O)O)C1 (stereo not drawn)	-4
CCC(C(=O)Nc1cccc(C(C)=O)c1)n1cnc2ccccc2c1=O (stereo not drawn)	8
CCc1ccc(C2C(C(=O)N3CCCCC3)=C(C)NC3=C2C(=O)CC(C)(C)C3)cc1 (stereo not drawn)	-11
COC(=O)CC(N)c1ccc(C)cc1C (stereo not drawn)	1
O=C(CCc1ncc(-c2ccccc2)o1)Nc1ccn[nH]1	-7

An excerpt from above in order of formula weight, falling.
compound	LDHA inh
O=C1NC[C@H](CCCCN2CCN(Cc3ccccc3)C(=O)C2=O)N(CCc2ccc(O)cc2)C1=O	-1
CCn1nnnc1SCc1nnc(-c2c(-c3ccccc3)noc2C)o1	3
Cc1ccc(C(=O)/C=C/c2cc(Br)ccc2F)o1	1

Additional structures
compound	LDHA inh
CCOC(=O)c1sc(NC(=O)Nc2ccccc2Br)nc1C	0
O=C(/C=C/c1cccc(C(F)(F)F)c1)c1ccc(N2CCCC2=O)cc1	23
COc1ccc(NC(=O)COC(=O)c2cc(=O)c3ccccc3o2)c(OC)c1	8
CC(NC(=O)c1n[nH]c(=O)c2ccccc12)c1cccc2ccccc12 (stereo not drawn)	-3
O=C(OCC#CCSc1nnc(-c2cccc3ccccc23)o1)c1ccsc1	1
CCn1c(-n2nc(C)c(C)c2C)nc2c1c(=O)n(CC(=O)OC)c(=O)n2C	-10
O=C(/C=C/Nc1ccc(Br)cc1F)c1ccc(OC(F)F)cc1	9
CC(C)(CO)NC(=O)c1sc2ccccc2c1Cl	15
CC(=O)c1ccc(C(C)(C)C)cc1NC(=O)c1ccccc1	2
CCc1ccc(-c2cc(C(=O)Nc3cccnc3)c3ccccc3n2)cc1	-11
O=c1c2ccccc2nc2sc(Nc3ccc(Sc4ccccc4)cc3)nn12	9&-5
CSc1cccc(Nc2nc(N)c(C(=O)c3ccc(F)cc3)s2)c1	4
COc1ccc(C2C(C#N)=C(N)Oc3n[nH]c(C)c32)c(OCc2ccccc2Cl)c1 (stereo not drawn)	-15
CC(Sc1ccc2ccccc2n1)C(=O)NC1(C#N)CCCCC1 (stereo not drawn)	13
COc1cc(OC)cc(C(=O)Nc2nnc(C(F)(F)F)s2)c1	-5
CN(C)c1ccccc1NC(=O)c1cncc(Br)c1	-1
CN(C)C(CNc1oc(-c2ccccc2F)nc1C#N)c1cccs1 (stereo not drawn)	8
O=C(NC1CCCC1)c1cccc2ncccc12	3
O=C(Cn1c(=O)c2c(ncn2C2CCCC2)n(Cc2ccccc2)c1=O)NCc1cccc(Cl)c1	6
C=CCNC(=S)Nc1ccccc1Cl	4
COC(=O)c1ccc(N2C(c3cc(OC)cc(OC)c3)=Cc3ccc(-c4ccc(C(N)=O)cc4)cc3C2CC(=O)C2CC2)cc1 (stereo not drawn)	2
Cc1cccc(NC2=NC(c3cccnc3)n3c(nc(C)cc3=O)N2)c1 (stereo not drawn)	-10
CC1(C)CC(NC(=O)C2CCN(S(=O)(=O)c3ccccc3)CC2)CC(C)(C)N1	2
Nc1nccnc1C(=O)NCCSCc1cccs1	8
Cc1cccc(OCC(=O)Nc2ccc(-c3nc4ccc(C)cc4o3)cc2)c1	-6
Cc1ccc(-c2nnc3sc(-c4cccc(F)c4)nn3c2=O)cc1	0
O=C(Nc1ccccc1O)c1csc(NC2CC2)n1	0
S=C(NCCSc1ccc(Cl)cc1)NC1CCCC1	-5
Cc1ccccc1N1CCN(c2nc(-c3cccnc3)nc3ccccc23)CC1	-1
COC(=O)CCC1CCCC/C1=N/O (stereo not drawn)	0
COc1ccc(C(=O)C(C)OC(=O)c2ccc(OCC3CCCO3)cc2)cc1 (stereo not drawn)	-1
COc1ccc(S(=O)(=O)Nc2nc3ccccc3nc2Nc2cccc(OC)c2)cc1	5
C[N+](C)(C)CCN1C(=O)c2ccccc2C1=O	-12
CCOC(=O)c1cnc2ccc(OC)cc2c1Nc1ccc(C(C)=O)cc1	-2
Cc1nn(CC(O)COc2cccc(Br)c2)c(=O)c2ccccc12 (stereo not drawn)	-1
Cc1cccc(C)c1NC(=O)C(Sc1ccccc1)c1ccccc1 (stereo not drawn)	0
COc1ccccc1C(=O)NC(=O)CSc1c(Cl)cccc1Cl	0
CC(C)C1=C(O)C2(CC2c2ccc(-c3ccccc3)cc2)C(C)CC1 (stereo not drawn)	0
COc1ccc2cc(C(=O)NCCOc3ccccc3F)c(C)nc2c1	-4
COC(=O)c1sccc1S(=O)(=O)N(CC(=O)Nc1cccc(OC)c1)c1ccc(Cl)cc1	-7
CN(CC(=O)Nc1c(Cl)cccc1C(F)(F)F)C1CCc2ccccc21 (stereo not drawn)	1
Cc1ccc(-c2cnc(CCC(=O)N3CCOCC3)o2)cc1C	2
CCCNC(=S)Nc1cc(C(=O)OC)cc(C(=O)OC)c1	8
COc1ccc(NC(=O)Cc2c(C)c3c(OC)cc(C)cc3oc2=O)cc1	-6
CN(C)C(=O)Cc1ccccc1	11
CCc1ccc(C2=C(C)C(=NCC(=O)Nc3cccc(Cl)c3C)NS2(=O)=O)cc1	-1
Cc1cccc(C2CCCN2C(=O)c2cc(-c3ccco3)on2)c1 (stereo not drawn)	-4
CCOc1ccc2c(c1)cc(C(=O)NCc1ccccc1)n2C	8
CC1(C)Cc2c(c(N3CCOCC3)nc3sc(C(=O)Nc4cccc5ccccc45)c(N)c23)CO1	20
Cc1cccc(C)c1Nc1ncnc2sccc12	0
O=S1(=O)CC(N2CCCCC2)CN1Cc1cn(Cc2ccc(Cl)cc2)nn1 (stereo not drawn)	-5
